pPAFAH FP inh: pPAFAH enzyme inhibitors, primary screen, biochemical, fluorescence polarization, human. Platelet-activating factor acetylhydrolase (Homo sapiens), Q13093. recombinant pPAFAH, FP-rhodamine probe fluorescence polarization. AID 463082, 2010. inhibition, % at 3.39 µM. 330,000 compounds, 1.5% hits;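 active means inhibition above the mean inhibition across the screen plus 3 SD, cut at about 25% in these data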;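 further: inhibitors block binding of the rhodamine activity-based probe so polarization drops; 0% = enzyme with DMSO and 100% = wells lacking pPAFAH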
GSTO1 inh: inhibitors of recombinant GSTO1, primary screen, counter-screen for RBBP9 inhibitor project, biochemical, fluorescence polarization | inhibition, % at 5.96 µM | 300,000 compounds, 1.1% hits | AID 1974, 2009 | activity-based probe fluorescence polarization;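 active means inhibition above the campaign mean inhibition plus 3 SD, cut at about 35% in these data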;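 further: 0% = GSTO1-1 with DMSO and 100% = wells lacking GSTO1-1 enzyme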
Target sequence (P78417 whole entry, looked up): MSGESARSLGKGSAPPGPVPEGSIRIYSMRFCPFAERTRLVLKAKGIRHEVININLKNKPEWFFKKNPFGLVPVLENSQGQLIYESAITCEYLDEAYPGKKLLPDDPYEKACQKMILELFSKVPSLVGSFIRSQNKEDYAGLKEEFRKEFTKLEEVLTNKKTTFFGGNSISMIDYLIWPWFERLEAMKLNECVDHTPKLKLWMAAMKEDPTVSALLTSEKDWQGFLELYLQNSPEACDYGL
PAD4 inh: human PAD4 inhibitors, primary screen, biochemical, fluorescence polarization, 1536-well format; inhibition, % at 6.36 µM; recombinant PAD4, RCA probe fluorescence polarization; 330,000 compounds, 0.41% hits; AID 485272, 2010;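 active means percent inhibition above a cutoff equal to the mean of all tested compounds plus 3 SD, cut at about 15% in these data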;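 further: 0% = PAD4 with RCA probe and DMSO and 100% = probe without PAD4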
PAFAH1B2 inh: PAFAH1B2 enzyme inhibitors, primary screen, biochemical, fluorescence polarization, human. Platelet-activating factor acetylhydrolase IB subunit alpha2 (Homo sapiens), P68402. recombinant PAFAH1B2, FP-rhodamine activity probe. inhibition, % at 3.39 µM. 340,000 compounds, 1.2% hits. AID 492953, 2010;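 active means inhibition above the mean of all tested compounds plus 3 SD, cut at about 24% in these data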;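 further: 0% = enzyme with DMSO and 100% = wells lacking PAFAH1B2; many of its hits are not listed in these tables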
PREPL inhibitor: PREPL enzyme inhibitors, primary screen, biochemical, fluorescence polarization. Prolyl endopeptidase-like (Homo sapiens), Q4J6C6. recombinant PREPL, fluorescence polarization activity-based probe. inhibition, % at 5.96 µM. 320,000 compounds, 0.68% hits; in the data active means inhibition above about 43%;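 further: 0% = enzyme with DMSO and 100% = wells lacking enzyme; many of its hits are not listed in these tables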
LYPLA2 counter: LYPLA2 inhibitors, primary screen, counter-screen for PME1 inhibitor project, biochemical, fluorescence polarization, FP-Rh probe ABPP | Acyl-protein thioesterase 2 (Homo sapiens), O95372 | recombinant LYPLA2 | inhibition, % at 5.9 µM | 320,000 compounds, 0.38% hits | AID 2177, 2009;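 active means inhibition above the screen-wide mean plus 3 SD, limit set per campaign, cut at about 26% in these data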;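 further: 0% = LYPLA2 with DMSO and 100% = wells lacking LYPLA2 enzyme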
LYPLA1 inh: LYPLA1 inhibitors, primary screen, counter-screen for PME1 inhibitor project, biochemical, fluorescence polarization, FP-Rh probe ABPP; Acyl-protein thioesterase 1 (Homo sapiens), O75608; recombinant LYPLA1; inhibition, % at 5.9 µM; 320,000 compounds, 0.16% hits; AID 2174, 2009;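 active means inhibition above the mean of all tested compounds plus 3 SD, set per campaign, cut at about 14% in these data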;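 further: inhibitors block serine hydrolase probe labeling of LYPLA1 so polarization falls; 0% = enzyme with DMSO and 100% = wells lacking LYPLA1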
Target sequence (O75608 whole entry, looked up): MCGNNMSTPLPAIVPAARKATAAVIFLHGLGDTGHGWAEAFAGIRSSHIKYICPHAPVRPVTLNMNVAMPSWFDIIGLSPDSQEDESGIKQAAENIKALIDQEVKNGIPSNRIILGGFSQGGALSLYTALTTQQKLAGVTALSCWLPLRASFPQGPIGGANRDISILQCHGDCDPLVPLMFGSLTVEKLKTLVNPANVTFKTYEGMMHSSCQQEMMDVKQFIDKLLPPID
PAFAH1B3 inh: PAFAH1B3 enzyme inhibitors, primary screen, biochemical, fluorescence polarization, human; Platelet-activating factor acetylhydrolase IB subunit alpha1 (Homo sapiens), Q15102; recombinant PAFAH1B3, FP-rhodamine probe; inhibition, % at 3.39 µM; 340,000 compounds, 0.28% hits; AID 492972, 2010;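 active means inhibition above the screen-wide average of all tested compounds plus 3 SD, cut at about 25% in these data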;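 further: 0% = enzyme with DMSO only and 100% = wells lacking PAFAH1B3 protein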
PME-1 primary: PME-1 inhibitors via competitive probe labeling, primary screen, biochemical, fluorescence polarization, FP-Rh probe, HTS | AID 2130, 2009 | inhibition, % at 5.9 µM | Protein phosphatase methylesterase 1 (Homo sapiens), Q9Y570 | recombinant PME-1 | 320,000 compounds, 0.53% hits;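 active means inhibition above the campaign mean of all compounds plus 3 SD, cut at about 26% in these data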;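 further: competitive labeling of PME-1 active site by serine hydrolase directed probe; 0% = PME-1 with DMSO and 100% = wells lacking PME-1 enzyme; inhibitors block probe labeling so polarization falls and inhibition rises; many of its hits are not listed in these tables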
Target sequence (Q9Y570 whole entry, looked up): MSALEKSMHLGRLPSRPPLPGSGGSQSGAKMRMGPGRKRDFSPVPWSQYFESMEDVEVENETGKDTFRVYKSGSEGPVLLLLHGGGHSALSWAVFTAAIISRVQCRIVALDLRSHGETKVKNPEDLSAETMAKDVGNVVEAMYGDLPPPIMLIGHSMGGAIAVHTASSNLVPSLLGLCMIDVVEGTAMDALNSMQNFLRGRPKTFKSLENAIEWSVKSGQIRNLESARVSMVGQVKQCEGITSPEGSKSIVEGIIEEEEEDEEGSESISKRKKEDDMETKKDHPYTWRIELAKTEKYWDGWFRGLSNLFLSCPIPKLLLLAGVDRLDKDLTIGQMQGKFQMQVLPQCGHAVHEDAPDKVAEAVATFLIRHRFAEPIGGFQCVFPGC
Starred values were filed as active, the others as inactive; x = no result given; & = joins results of further samples. Only part of the results is shown; count on the stated rates, not on these rows.

SMILES | pPAFAH FP inh | GSTO1 inh | PAD4 inh | PAFAH1B2 inh | PREPL inhibitor | LYPLA2 counter | LYPLA1 inh | PAFAH1B3 inh | PME-1 primary
O=C(Nc1ccc(S(=O)(=O)Nc2ncccn2)cc1)c1ccccc1Br | -12 | 2 | -2 | 5 | 5 | -9 | -2 | 1 | 2
Cc1cccc(C(=O)N/N=C2\CS(=O)(=O)N(C)c3ccsc32)c1 | 8 | -8 | -1 | -2 | 8 | 2 | -1 | 4 | 5
CCCC(=O)Nc1cc(OC)c(C(=O)OC)cc1Cl | -2 | 6 | 3 | 0 | -2 | -2 | 0 | -1 | 4
COc1ccc(-c2sccc2C(C)C(=O)O)cc1 (centres undefined) | 2 | 11 | -9 | 1 | -8 | -1 | 1 | 2 | -2
CCc1nc2ccccc2n1Cc1cc(=O)n2cc(C)ccc2n1 | -1 | -2 | 2 | 4 | 14 | -3 | 2 | 11 | 2
Fc1cccc(C2NN=C(c3ccccc3)S2)c1 (centres undefined) | 8 | 3 | 0 | -1 | -4 | 5 | 2 | 10 | 0
Cc1ccc(-n2c(C)nnc2SCC(=O)N2CCOCC2)cc1 | 1 | 3 | 0 | 7 | 9 | 3 | 1 | 7 | -1
O=C(NC1CCCCC1)c1cc(-c2ccco2)on1 | 4 | -2 | -6 | 0 | 3 | 3 | -1 | 3 | 1
COc1ccccc1C(=O)NC(=S)Nc1cc(C(=O)O)ccc1C | -1 | 2 | 7 | -1 | 4 | 3 | 0 | 11 | -4
O=C(c1cc([N+](=O)[O-])ccc1Cl)N1CCN(c2ccccc2)CC1 | -5 | -1 | 2 | 2 | 33 | 4 | -2 | 7 | 0
CN(C)CCSc1nc(N)c2c3c(sc2n1)COC(C)(C)C3 | -8 | 6 | 1 | 7 | 9 | -1 | -4 | -2 | -7
O=[N+]([O-])c1ccc(NC(=S)N2CCN(c3ccccn3)CC2)cc1 | 7 | 0 | 1 | 3 | -1 | 2 | -2 | 4 | -2
Cn1c(-c2ccc(F)c(F)c2)cc2onc(-c3ccccc3)c2c1=O | 4 | 1 | 3 | 4 | -3 | 3 | -2 | 10 | 3
CCOc1ccc(-c2nnc(-c3ccncc3)o2)cc1 | 6 | 1 | -2 | -8 | -2 | 2 | -1 | 8 | -12
CCOC(=O)c1c(N)ssc1=S | 1 | 11 | -2 | -3 | 11 | 0 | 3 | 4 | 1
Cc1cc(=O)oc2cc(NC(=O)C(C)Oc3ccccc3)ccc12 (centres undefined) | 0 | -3 | -2 | -2 | 6 | -3 | 0 | 3 | -7
COC(=O)[C@@H]1[C@H]2C[C@H]3c4[nH]c5ccccc5c4CCN3C[C@@H]2CC[C@@H]1O | 4&3 | 0&7 | 1&0 | 0 | 3&11 | 0&-5 | 0&0 | 0 | 3&-3
Cc1ccc(NS(=O)(=O)c2ccc(C(=O)NCC(c3ccco3)N3CCCCC3)cc2)cc1 (centres undefined) | 30* | 14 | -2 | 4 | -5 | -2 | 0 | 3 | 11
COc1cccc2cc(-c3csc(NC(=O)CCC(=O)NCCCN4CCC(C)CC4)n3)c(=O)oc12 | 2 | -2 | 8 | 2 | 7 | 2 | 1 | 11 | -1
CC(C)[C@H]1COCCS(=O)(=O)N1Cc1ccccc1-c1cccc2c1oc1ccccc12 | 0 | x | 1 | 2 | x | x | x | 2 | x
Cc1c(NC(=O)C2(C)CCCCC2)c(=O)n(-c2ccccc2)n1C | 3 | -1 | 1 | 8 | 8 | 9 | 2 | 2 | -1
CN(C)S(=O)(=O)c1ccc(Cl)c(C(=O)OCC(=O)NC(=O)NC2CCCC2)c1 | 5 | x | 4 | 6 | 2 | 3 | 1 | -1 | 3
O=C(O)C1Cc2ccccc2CN1C(=O)c1ccco1 (centres undefined) | -3 | -5 | 1 | 3 | -8 | 7 | 3 | -2 | -3
CCOc1ccc(Cn2c(=O)sc3ccccc32)cc1 | 4 | -5 | -3 | 7 | 6 | -2 | -1 | 7 | -2
C=CCn1c(SCc2c(C)noc2C)nnc1C1COc2ccccc2O1 (centres undefined) | 3 | 2 | 0 | 5 | -21 | -4 | 2 | 2 | 5
COC1CCN(Cc2cn(Cc3ccccc3)nc2-c2cc3ccccc3o2)CC1 | 2 | 1 | 2 | 2 | 5 | 9 | 0 | 3 | -1
CCC(C)Sc1ccc([C@@H]2[C@@H]3C(=O)N(C)C(=O)[C@@H]3[C@]3(C(=O)OC)CCCCN23)cc1OC (some centres undefined) | 3 | -5 | 4 | -4 | 7 | -5 | 2 | 4 | 13
O=C(CN(Cc1cccs1)C(=O)CNC(=O)c1ccco1)NC1CCCCC1 | -3 | 2 | 0 | 1 | 6 | -7 | -1 | 2 | 1
CSc1sc(C(=O)NC(=O)NCc2cccnc2)c(C)c1-c1ccon1 | 1 | 10 | 1 | 8 | -13 | 7 | 1 | 5 | 2
CCCCN(C)C(=O)C(Cc1ccccc1)NS(=O)(=O)c1ccc2c(c1)c(=O)n(C)c(=O)n2C (centres undefined) | 4 | 1 | -1 | 5 | 2 | -3 | -1 | 6 | -9
Cc1ccc(NC(=O)CNc2ccc(Cl)c(Cl)c2)cc1S(=O)(=O)N(C)C | 9 | -3 | 0 | 4 | 33 | -8 | -10 | -5 | 1
CCN(CC)c1nc2c(c(=O)n(C)c(=O)n2C)n1CCCc1ccccc1 | 9 | 5 | -2 | 5 | 5 | 1 | -1 | 6 | 2
Cc1c(NC(=O)Nc2ccc(F)cc2)c(=O)n(-c2ccccc2)n1C | 0 | -1 | 5 | 13 | 0 | -3 | -3 | 22 | 2
c1ccc(Cc2nn3c(-c4ccncc4)nnc3s2)cc1 | 3 | 0 | 4 | -3 | -2 | -3 | -2 | 5 | -2
Cc1ccc(C(=O)N/C(=C/c2cccnc2)C(=O)N2CCCCCC2)cc1 | 4 | 3 | 0 | -2 | 2 | 0 | -1 | 2 | 13
CCOC(=O)c1[nH]c(CSc2nnc(-c3ccncc3)n2CCOC)c(C(=O)OCC)c1C | 4 | -3 | 3 | 3 | 1 | -2 | 1 | 5 | -2
O=C(O)CNC(=O)C1COc2ccccc2O1 (centres undefined) | 3 | 4 | -4 | 8 | 2 | 11 | 6 | 6 | 3
Cc1ccccc1-n1ncc2c([N+](=O)[O-])cc([N+](=O)[O-])cc21 | 3 | 39* | -8 | 3 | 13 | 6 | 1 | 5 | 4
C=C(C)Cn1c(N2CCCC2)nc2c1c(=O)[nH]c(=O)n2C | -5 | -2 | 0 | 5 | -6 | 4 | 1 | 4 | -2
Cc1ccccc1CNC(=O)CCNS(=O)(=O)c1ccc(OC(F)(F)F)cc1 | 10 | x | 4 | 6 | -4 | 8 | -1 | -2 | 7
Cc1csc(NC(=O)c2ccc(C)c([N+](=O)[O-])c2)n1 | 1 | -6 | 0 | -2 | 0 | -2 | 1 | 6 | -1
Cc1ccc(NS(=O)(=O)c2c(C)noc2C)cc1 | -3 | 6 | 1 | 4 | -2 | -1 | 0 | 3 | -1
O=C1CSC(c2ccccn2)N1c1ccc(F)cc1F (centres undefined) | 1 | 10 | 1 | -5 | 0 | 1 | 4 | 9 | -8
CC(C)(C)SCCNC(=O)c1ccccc1 | 2 | 4 | -2 | 3 | 16 | 7 | 1 | -1 | -1
O=C(c1ccc(Cl)c(S(=O)(=O)N2CCCCC2)c1)N1CCN(c2ccccc2)CC1 | 2 | 6 | -1 | -6 | 25 | 10 | -5 | 1 | 6
COCCn1c(SCc2ccc(Cl)cc2)nc2c1c(=O)[nH]c(=O)n2C | 10 | 0 | -1 | 10 | 33 | 8 | 3 | 17 | 2
CCOC(=O)/C(C#N)=C\c1cc(C)n(-c2ccccc2)c1C | 6 | -6 | 2 | -1 | -5 | 0 | -1 | 9 | -2
Cn1ncc(Cl)c1C(=O)NC(=S)Nc1sc2c(c1C#N)CCCCC2 | -4 | 2 | -5 | 14 | 7 | 1 | 3 | 15 | -3
CCN1CCN(CC(=O)Nc2cccc(C)c2C)C(=O)C1=O | 0 | 1 | 4 | -1 | -10 | 5 | 5 | 3 | -2
COC(=O)NCCc1cc(OC)c(OC)cc1S(=O)(=O)N1CC(=O)Nc2ccccc21 | 12 | -3 | -1 | -2 | 1 | -4 | 3 | 7 | 11
C/C(CC(=O)Nc1ccccn1)=N\NC(=O)c1ccccc1 | 0 | 6 | -1 | x | 5 | 2 | 3 | x | -2
COc1ccc(S(=O)(=O)N2CCC3(CC2)OCCN3S(=O)(=O)c2ccccc2)cc1OC | 0 | -4 | 1 | -1 | 14 | 9 | -1 | 0 | 8

Of the compounds above, 7 have an aryl thioether with sulfur outside any ring.
SMILES | pPAFAH FP inh | GSTO1 inh | PAD4 inh | PAFAH1B2 inh | PREPL inhibitor | LYPLA2 counter | LYPLA1 inh | PAFAH1B3 inh | PME-1 primary
Cc1ccc(-n2c(C)nnc2SCC(=O)N2CCOCC2)cc1 | 1 | 3 | 0 | 7 | 9 | 3 | 1 | 7 | -1
CN(C)CCSc1nc(N)c2c3c(sc2n1)COC(C)(C)C3 | -8 | 6 | 1 | 7 | 9 | -1 | -4 | -2 | -7
C=CCn1c(SCc2c(C)noc2C)nnc1C1COc2ccccc2O1 (centres undefined) | 3 | 2 | 0 | 5 | -21 | -4 | 2 | 2 | 5
CCC(C)Sc1ccc([C@@H]2[C@@H]3C(=O)N(C)C(=O)[C@@H]3[C@]3(C(=O)OC)CCCCN23)cc1OC (some centres undefined) | 3 | -5 | 4 | -4 | 7 | -5 | 2 | 4 | 13
CSc1sc(C(=O)NC(=O)NCc2cccnc2)c(C)c1-c1ccon1 | 1 | 10 | 1 | 8 | -13 | 7 | 1 | 5 | 2
CCOC(=O)c1[nH]c(CSc2nnc(-c3ccncc3)n2CCOC)c(C(=O)OCC)c1C | 4 | -3 | 3 | 3 | 1 | -2 | 1 | 5 | -2
COCCn1c(SCc2ccc(Cl)cc2)nc2c1c(=O)[nH]c(=O)n2C | 10 | 0 | -1 | 10 | 33 | 8 | 3 | 17 | 2

Compound activity deposited in PubChem by The Scripps Research Institute Molecular Screening Center.
